Screens: PubChem, The Scripps Research Institute Molecular Screening Center
MMP13 fTHP cleavage: MMP13 inhibitors among fluorescent compounds, confirmation, biochemical, possible fluorescent artifacts, delta fluorescence (AID 734) | inhibition, %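 (each compound tested at 4 µM nominal in triplicate)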 | 5,100 tested, under 10 active | MMP13 fTHP FRET cleavage, delta fluorescence 4 h; hits give high values;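 active = inhibition above the mean inhibition over all tested compounds plus 3 SD, cut at about 75% in these data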;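 also: 0% = DMSO only wells and 100% = 8 µM reference MMP13 inhibitor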
An asterisk follows results filed as active.

canonical_smiles	MMP13 fTHP cleavage
COCCCNC(=O)c1c(NC(=O)c2ccco2)n(Cc2ccccc2)c2nc3ccccc3nc12	-42
COC(=O)C(C)Oc1cc(C)cc2oc(=O)c3c(c12)CCC3 (stereo unspecified)	10
Cc1cccn2c(NCC3CCCO3)c(C(C)C)nc12 (stereo unspecified)	-6
CCOc1cc(-c2nc3c(C)cccn3c2NCC2CCCO2)ccc1O (stereo unspecified)	-10
CC1CCC(C(C)C)C(OP(N)(=O)c2ccccc2)C1 (stereo unspecified)	2
Nc1c(C(=O)OC2CCCCC2)c2nc3ccccc3nc2n1CC1CCCO1 (stereo unspecified)	-22
CCCCOC(=O)COc1cc(C)cc2oc(=O)c3c(c12)CCC3	-2
CCOC(=O)[C@@]1(C#N)[C@@H]2C=CC(C(N)=O)=CN2[C@@H](C(N)=O)[C@@H]1c1cccc(Cl)c1	3

By substructure, the entries above with a carbonyl joined to an NH by a bond outside any ring (two)
canonical_smiles	MMP13 fTHP cleavage
COCCCNC(=O)c1c(NC(=O)c2ccco2)n(Cc2ccccc2)c2nc3ccccc3nc12	-42
CCOC(=O)[C@@]1(C#N)[C@@H]2C=CC(C(N)=O)=CN2[C@@H](C(N)=O)[C@@H]1c1cccc(Cl)c1	3

(next part)
canonical_smiles	MMP13 fTHP cleavage
Cn1c(O)c(C=NCCN2CCN(C(=O)c3ccccc3)CC2)c(=O)n(C)c1=O	1
CC(C)CCn1c(N)c(C(=O)OCC2CCCO2)c2nc3ccccc3nc21 (stereo unspecified)	3
CCCCn1c(NC(=O)c2ccco2)c(C(=O)OCC)c2nc3ccccc3nc21	-3
COCCOC(=O)c1c(C)oc2ccc(OC(=O)N(C)C)cc12	4
COc1cc2[nH]c(=O)n(-c3cccc(Cl)c3)c(=O)c2cc1OC	-1
COCCNC(=O)c1c(NC(=O)c2ccco2)n(Cc2ccccc2)c2nc3ccccc3nc12	-17
CC1CCCCN1CC(=O)c1ccc2cc[nH]c2c1 (stereo unspecified)	5
Nc1c(C(=O)NCc2ccco2)c2nc3ccccc3nc2n1CCN1CCCCC1	-12

Quoted at random: 3 compounds from above
canonical_smiles	MMP13 fTHP cleavage
COc1cc2[nH]c(=O)n(-c3cccc(Cl)c3)c(=O)c2cc1OC	-1
CC(C)CCn1c(N)c(C(=O)OCC2CCCO2)c2nc3ccccc3nc21 (stereo unspecified)	3
Cn1c(O)c(C=NCCN2CCN(C(=O)c3ccccc3)CC2)c(=O)n(C)c1=O	1

Some of the compounds tested (hit frequency here may not be typical).
